Bioassay records (PubChem BioAssay)
DDE Tn6 FP inh – DD(E)-Tn6 binding inhibition, primary FP screen. Fibrin DD(E) TRITC-Tn6 fluorescence polarization displacement. inhibition, % at 8.3 µM. 370,000 compounds, 0.21% hits;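 active = inhibition above a per-campaign cutoff: mean of compounds within control limits plus 3 SD, cut at about 15% in these data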;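 note: 0% = median of all compound wells on the plate and 100% = blocking peptide control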
TDP2 inh – blocks human TDP2 phosphodiesterase activity; O95551; recombinant TDP2, T5PNP hydrolysis, p-nitrophenol absorbance 415 nm; inhibition, % at 12.8 µM; 370,000 compounds, 0.34% hits; AID 720702;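 active = inhibition above the mean of all tested compounds plus 3 SD, set per campaign, cut at about 25% in these data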;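 note: 0% = DMSO with enzyme and 100% = buffer with substrate but no TDP2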
Target sequence (O95551 whole entry, looked up): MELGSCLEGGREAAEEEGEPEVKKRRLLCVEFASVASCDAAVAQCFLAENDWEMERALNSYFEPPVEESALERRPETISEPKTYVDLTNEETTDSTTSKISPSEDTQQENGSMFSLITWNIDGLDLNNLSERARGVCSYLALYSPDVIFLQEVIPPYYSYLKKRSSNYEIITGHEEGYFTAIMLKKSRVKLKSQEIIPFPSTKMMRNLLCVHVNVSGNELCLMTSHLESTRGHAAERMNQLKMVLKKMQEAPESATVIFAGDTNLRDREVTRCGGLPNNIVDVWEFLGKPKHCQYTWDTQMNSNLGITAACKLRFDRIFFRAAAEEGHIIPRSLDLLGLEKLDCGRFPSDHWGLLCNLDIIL
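Incubation: 2 h at 37 °C; Test system: recombinant human TDP2; Quantity: enzyme 120 nM; Read-out basis: percent inhibition; Medium: 50 mM Tris-HCl pH 7.5 with Mg2+, KCl, DTT, BSA; Repeats: single replicate; Compound: 12.8 µM single point, 1% DMSO; Signal: epi absorbance; Reagent: 5 mM T5PNP chromogenic substrate; Benchmarks: no-enzyme high, DMSO-plus-enzyme low.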
PLC-gamma1 inh – blocks human PLC-gamma1 enzyme activity. purified PLC-gamma1, fluorogenic substrate, fluorescence. inhibition, % at 12.2 µM. 370,000 compounds, 0.84% hits; in the data active = inhibition above about 9.5%
ASAP1 GAP inh – blocks human ASAP1-stimulated Arf1 GTP hydrolysis | Q9ULH1 | GDP FP detection | inhibition, % at 16.5 µM | 360,000 compounds, 0.19% hits | AID 624377; in the data active = inhibition above about 25%;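 note: 0% = vehicle with enzyme and substrate and 100% = no enzyme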
Target sequence (Q9ULH1 325-724 limits assumed): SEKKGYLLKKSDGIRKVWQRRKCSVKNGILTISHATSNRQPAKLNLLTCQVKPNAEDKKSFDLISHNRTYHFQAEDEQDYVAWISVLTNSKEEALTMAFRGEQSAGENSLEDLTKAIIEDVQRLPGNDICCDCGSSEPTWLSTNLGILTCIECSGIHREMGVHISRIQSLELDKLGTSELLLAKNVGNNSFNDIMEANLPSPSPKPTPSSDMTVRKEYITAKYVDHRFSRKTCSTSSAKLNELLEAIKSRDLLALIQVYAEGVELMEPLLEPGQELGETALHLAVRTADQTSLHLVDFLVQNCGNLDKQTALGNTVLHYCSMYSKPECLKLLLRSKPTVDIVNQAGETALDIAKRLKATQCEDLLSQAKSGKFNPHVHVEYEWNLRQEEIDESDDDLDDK
ARFGAP1 inhibitor – inhibits rat ARF GTPase activating protein 1 | Q62848 | Arfgap1-stimulated ARF1 GTP hydrolysis, GDP FP detection | 360,000 compounds, 0.26% hits | inhibition, % at 16.5 µM;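 active = inhibition above a per-plate limit, mean inhibition of low control wells plus 3 SD, cut at about 25% in these data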;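 note: 0% = DMSO wells with enzyme and 100% = wells lacking Arfgap1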
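Material: rat Arfgap1 GAP domain (His6, aa 1-136), purified enzyme. Also added: human ARF1(Δ1-17)-GTP substrate. Compound dosing: 16.5 µM single point, 1.26% DMSO. Timing: enzyme reaction 120 min at 25 °C after 20 min preincubation. Signal: GDP detection by fluorescence polarization. Read-out basis: percent inhibition of GAP-stimulated GDP formation, scaled between DMSO and no-Arfgap1 medians.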
ADAM17 inh – ADAM17 inhibition, QFRET primary screen; inhibition, % at 6.95 µM; P78536; AID 720648; recombinant ADAM17, EDANS/DABCYL FRET peptide cleavage; 370,000 compounds, 0.83% hits;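 active = inhibition above the mean of compounds lying between control limits plus 3 SD, set per campaign, cut at about 8.5% in these data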;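 note: 0% = DMSO-only wells as the low control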
ADAM10 inh – inhibitors of human ADAM10; inhibition, % at 7 µM; recombinant ADAM10, EDANS/DABCYL FRET peptide cleavage, 3 h; 370,000 compounds, 0.62% hits; AID 720582; O14672;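 active = inhibition above a per-campaign cutoff equal to the mean of compounds falling between control-based bounds plus 3 SD, cut at about 20% in these data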;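 note: 0% = DMSO wells while the 100% control is not disclosed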
proKLK7 act – proKLK7 (human) activation, primary screen; activation, % at 7 µM; 370,000 compounds, 0.9% hits; purified proKLK7, EDANS-DABCYL substrate fluorescence; 100% is mature enzyme control, 0% vehicle;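 active = activation above the mean of all tested compounds plus 3 SD, computed per campaign excluding outliers beyond control limits, cut at about 13% in these data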
Target sequence (P49862 whole entry, looked up): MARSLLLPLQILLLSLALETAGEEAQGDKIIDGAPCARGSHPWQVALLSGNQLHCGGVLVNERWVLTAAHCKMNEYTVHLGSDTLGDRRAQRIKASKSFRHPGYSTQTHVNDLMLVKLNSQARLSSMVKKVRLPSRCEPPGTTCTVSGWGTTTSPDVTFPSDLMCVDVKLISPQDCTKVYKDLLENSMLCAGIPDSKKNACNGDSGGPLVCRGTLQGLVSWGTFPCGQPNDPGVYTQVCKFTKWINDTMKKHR
LEDGF integ inh – blocks HIV-1 LEDGF/p75-dependent DNA integration | TR-FRET IN-LEDGF/p75 DNA integration, Eu/Cy5 | inhibition, % at 3.7 µM | 370,000 compounds, 0.64% hits;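 active = inhibition above the screen-wide mean plus 3 SD, cut at about 13% in these data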;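 note: signal is the Cy5 over europium emission ratio at 671 and 618 nm; 0% = plate median of compound wells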
Tn7 DDE FP – disrupts Tn7 cyclic peptide binding to fibrin D-Dimer-E complex; inhibition, % at 8.3 µM; 370,000 compounds, 0.13% hits; FP displacement of FITC-Tn7 peptide from fibrin DD(E); 0% = median of compound wells per plate; AID 720508; P02675;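 active = inhibition above the mean of compounds falling within the control limits plus 3 SD of them, cut at about 14% in these data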;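 note: 0% = plate median of compound wells and 100% = 10 µM Aha-Tn7 peptide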
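Test system: human clot-derived fibrin DD(E) complex / Quantity: 2 µM final DD(E) protein / Incubation: 10 min plus 3 h, room temperature / Measured by: fluorescence polarization / Benchmarks: high control of 10 µM Aha-Tn7 peptide / Replicates: singlicate testing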
Numbers without * were called inactive; . = no result given.

SMILES	DDE Tn6 FP inh	TDP2 inh	PLC-gamma1 inh	ASAP1 GAP inh	ARFGAP1 inhibitor	ADAM17 inh	ADAM10 inh	proKLK7 act	LEDGF integ inh	Tn7 DDE FP
CN(C)C(=O)CSCc1c(Cl)cccc1Cl	4.5	-3.8	-3.0	-15.9	-2.0	-5.6	-1.0	0.3	0.4	4.5
CC(=O)N(\C=C/C=C/C=C1\Sc2ccccc2C1=O)c1ccccc1	1.4	2.7	-21.8	15.8	11.4	0.6	-1.1	-0.1	12.5	-4.8
Cn1c(=O)c(=O)n(C)c2cc(S(=O)(=O)CCC(=O)NCc3ccccc3)ccc21	1.6	8.2	-13.8	1.1	6.1	-15.5	-50.1	0.5	-1.1	1.6
CCn1c(SCC(=O)Nc2cc(C)on2)nc2c([nH]c3ccccc32)c1=O	1.1	13.1	-2.1	-8.3	1.3	-3.9	-4.2	-0.7	1.1	6.3
Cc1ccc(-n2c(CSc3nc(C)cc(C)n3)nnc2SCC(=O)Nc2nccs2)cc1	-0.1	2.2	-0.1	13.9	7.0	-4.8	-6.2	-0.1	1.3	-3.9
Cc1ccc(-c2nn(CC(=O)O)c(=O)c3ccccc23)cc1	5.8	-14.6	2.5	3.8	5.3	1.0	5.9	0.0	1.7	-2.9
CCOC(=O)Cc1c(C)nc2c(-c3cccc(Br)c3)cnn2c1C	-2.2	-5.1	-9.6	-16.1	-6.8	-1.7	2.8	-0.8	-1.2	-1.1
CCCC(=O)Nc1cc(OC)c(OC)cc1C(=O)O	4.4	1.7	3.6	-14.3	0.1	-2.8	-1.6	-0.5	-0.4	-1.6
N=C1C(c2nc3ccccc3s2)=C(O)CN1NC(=O)c1ccco1	-6.3	6.0	-4.2	5.4	-6.5	-7.5	-9.0	0.1	-2.5	5.6
Cc1cc(/C=C2\NC(=O)NC2=O)c(C)n1-c1cccnc1	-15.6	4.1	-3.9	0.7	5.1	-1.8	-4.5	0.1	5.1	3.0
O=C(O)COc1ccccc1/C=N/n1c(C2CCCCC2)n[nH]c1=S	4.6	-0.9	-3.9	1.6	7.3	-4.9	-11.5	-0.9	1.2	-3.1
COC(=O)c1sccc1NC(=S)N1CC(C)CC(C)C1 (stereo unspecified)	1.2	-11.8	8.4	8.4	-2.1	4.9	-6.9	0.6	1.0	2.1
CN1CCC(NC(=O)NC2CCCCC2)CC1	-1.8	-8.6	1.9	3.5	-4.0	1.2	9.6	0.2	0.3	3.9
NNC(=O)c1cc(C23CC4CC(CC(C4)C2)C3)nc2ccccc12	6.8	6.4	-1.1	6.4	-4.3	-1.1	7.4	-0.4	-1.8	6.6
Cc1cc(N2CCN(C(=O)OC(C)(C)C)C[C@@H]2C)ccc1N1CCN(Cc2ccccc2)[C@H](C)C1	1.3	-17.9	8.7	10.0	-3.4	4.4	-0.4	0.4	7.9	1.5
O=C(CCCN1C(=O)c2ccccc2C1=O)NCCCN1CCOCC1	1.7	0.2	2.1	7.0	5.7	-4.6	0.8	-0.2	-0.2	-5.7
COc1ccc(NC(=S)Nc2ccc(Oc3ccccc3)cc2)cc1	0.7	4.2	2.2	-4.7	-1.4	2.9	10.9	0.0	1.0	9.2
COc1ccc(C(=O)Nc2nc3ccccc3s2)cc1OC	-4.3	2.8	-8.6	-9.6	-5.1	-3.5	-17.2	-0.5	-2.4	2.7
COc1ccc(C2C3=C(NCCN=C3c3ccccc3)C(=O)N2c2ccccc2)c(OC)c1 (stereo unspecified)	6.9	-9.0	-0.8	18.5	7.4	-1.4	-3.5	-0.1	-0.5	-4.9
Cc1cccc(C)c1NC(=O)CN(C)C(=O)C1=COCCO1	2.2	-5.7	0.1	7.3	6.6	-1.2	-6.3	-0.1	4.2	-2.2
Cc1ccccc1-n1c(=O)c2ccccc2n2nnnc12	7.4	-1.2	3.3	-5.8	-24.1	-0.1	10.6	-1.0	0.0	4.5
CC(Sc1cccc[n+]1[O-])C(=O)Nc1cc(Cl)c(Cl)cc1Cl (stereo unspecified)	2.8	-2.0	3.4	1.8	1.6	-5.9	-5.8	0.2	2.2	0.6
CCOC(=O)N1C(=O)C[C@](Sc2ccc(OC)cc2)(C(=O)N2CCCC2)[C@H]1c1ccc(OC)cc1	2.3	0.7	-0.4	.	.	-2.0	-4.3	0.7	1.1	6.8
CCOC1OC(=O)C(Cl)=C1Nc1ccccc1C (stereo unspecified)	5.6	4.1	0.6	-4.7	9.9	-1.2	-6.4	0.3	-3.0	2.4
Cc1cc(C(=O)NC2CCCCC2)c2cc(F)ccc2n1	-4.5	-0.9	2.5	-1.6	-6.5	-5.7	-11.6	0.0	1.1	6.5

The final 2 compounds of the section above open the next one:
SMILES	DDE Tn6 FP inh	TDP2 inh	PLC-gamma1 inh	ASAP1 GAP inh	ARFGAP1 inhibitor	ADAM17 inh	ADAM10 inh	proKLK7 act	LEDGF integ inh	Tn7 DDE FP
CCOC1OC(=O)C(Cl)=C1Nc1ccccc1C (stereo unspecified)	5.6	4.1	0.6	-4.7	9.9	-1.2	-6.4	0.3	-3.0	2.4
Cc1cc(C(=O)NC2CCCCC2)c2cc(F)ccc2n1	-4.5	-0.9	2.5	-1.6	-6.5	-5.7	-11.6	0.0	1.1	6.5
Cc1ccc(NC(=O)CC2=NC(=O)C(CC(=O)Nc3ccccc3C)S2)cc1 (stereo unspecified)	2.2	-1.5	0.4	-10.1	11.7	-1.2	8.2	0.8	-1.4	-5.3
C=CCN1CCN(C(=O)c2cc3c(s2)CCC(CC)C3)CC1 (stereo unspecified)	-4.7	-1.4	9.7*	5.4	1.6	3.5	1.4	0.3	1.1	-0.9
COc1ccc(-n2nc(C(=O)NCC(=O)N(C)Cc3ccccc3)c3ccccc3c2=O)cc1OC	2.8	-7.1	-45.4	3.8	2.6	-1.8	-20.0	0.2	-5.8	-6.6
Cc1ccc(-n2c(SCC(=O)Nc3ccc4c5c(cccc35)CC4)nc(O)c(C)c2=O)cc1	-4.8	-3.5	-8.5	4.6	4.5	-8.7	-14.1	0.0	0.4	5.5
CC(C)c1ccc(OC(=O)NCCO)cc1	-0.1	10.9	-1.7	9.4	5.7	-1.5	8.4	-0.4	-0.4	-3.8
COC(CNC(=O)c1ccc(CS(=O)(=O)c2ccccc2)o1)OC	-0.4	11.2	-1.4	-5.4	-3.2	-1.8	-8.8	-0.4	-5.0	5.7
Cc1nc(NC(=O)c2cncc(Br)c2)ccc1Br	-4.0	-3.1	1.1	9.5	-11.0	-1.3	6.6	-0.8	5.8	-4.8
COc1cc(NC(=O)NC(C)(C(F)(F)F)C(F)(F)F)cc(OC)c1OC	-4.9	-4.5	-0.9	8.2	0.6	-1.3	2.5	0.4	0.6	-3.2
Cc1ccccc1NC(=O)c1cccc(OCc2c(C)noc2C)c1	-2.4	-5.4	-1.5	5.6	0.6	-0.5	3.4	-0.7	-4.0	2.2
CCC(=O)Nc1ccc(Cl)c(NC(=O)c2cccnc2)c1	0.3	3.2	-0.6	1.4	3.3	-0.2	-3.5	0.6	-0.9	-0.3
CCC(=O)c1ccc(OCC(=O)O)c(OC)c1	-4.8	3.1	-1.2	-0.2	9.1	-5.5	-10.1	0.1	-4.7	-0.3
O=C(COc1ccc(F)cc1Cl)NC1CCCCCC1	5.0	-13.0	1.3	-8.9	-4.3	2.1	0.6	-0.1	0.5	-0.9
Cc1cnc(C(=O)OCC(=O)NCCc2ccccc2)cn1	-0.6	3.0	4.4	-13.0	-4.6	-1.0	-0.8	-0.4	-0.9	-4.2
CCOC(=O)c1c(NC(=O)Nc2ccc(F)cc2)sc2c1CCN(C)C2	-0.5	-14.7	0.0	-1.3	8.0	-3.4	-5.2	-3.3	-6.3	4.9
CCCC(=O)Nc1ccccc1N1CCN(C(=O)c2ccccc2)CC1	0.8	-7.6	0.5	-4.9	15.1	-2.1	4.1	0.1	-4.7	2.6

13 compounds from above, sorted by SMILES length, highest first:
SMILES	DDE Tn6 FP inh	TDP2 inh	PLC-gamma1 inh	ASAP1 GAP inh	ARFGAP1 inhibitor	ADAM17 inh	ADAM10 inh	proKLK7 act	LEDGF integ inh	Tn7 DDE FP
COc1ccc(-n2nc(C(=O)NCC(=O)N(C)Cc3ccccc3)c3ccccc3c2=O)cc1OC	2.8	-7.1	-45.4	3.8	2.6	-1.8	-20.0	0.2	-5.8	-6.6
Cc1ccc(NC(=O)CC2=NC(=O)C(CC(=O)Nc3ccccc3C)S2)cc1 (stereo unspecified)	2.2	-1.5	0.4	-10.1	11.7	-1.2	8.2	0.8	-1.4	-5.3
COc1cc(NC(=O)NC(C)(C(F)(F)F)C(F)(F)F)cc(OC)c1OC	-4.9	-4.5	-0.9	8.2	0.6	-1.3	2.5	0.4	0.6	-3.2
CCOC(=O)c1c(NC(=O)Nc2ccc(F)cc2)sc2c1CCN(C)C2	-0.5	-14.7	0.0	-1.3	8.0	-3.4	-5.2	-3.3	-6.3	4.9
COC(CNC(=O)c1ccc(CS(=O)(=O)c2ccccc2)o1)OC	-0.4	11.2	-1.4	-5.4	-3.2	-1.8	-8.8	-0.4	-5.0	5.7
CCCC(=O)Nc1ccccc1N1CCN(C(=O)c2ccccc2)CC1	0.8	-7.6	0.5	-4.9	15.1	-2.1	4.1	0.1	-4.7	2.6
Cc1ccccc1NC(=O)c1cccc(OCc2c(C)noc2C)c1	-2.4	-5.4	-1.5	5.6	0.6	-0.5	3.4	-0.7	-4.0	2.2
CCC(=O)Nc1ccc(Cl)c(NC(=O)c2cccnc2)c1	0.3	3.2	-0.6	1.4	3.3	-0.2	-3.5	0.6	-0.9	-0.3
Cc1cnc(C(=O)OCC(=O)NCCc2ccccc2)cn1	-0.6	3.0	4.4	-13.0	-4.6	-1.0	-0.8	-0.4	-0.9	-4.2
Cc1nc(NC(=O)c2cncc(Br)c2)ccc1Br	-4.0	-3.1	1.1	9.5	-11.0	-1.3	6.6	-0.8	5.8	-4.8
O=C(COc1ccc(F)cc1Cl)NC1CCCCCC1	5.0	-13.0	1.3	-8.9	-4.3	2.1	0.6	-0.1	0.5	-0.9
CCC(=O)c1ccc(OCC(=O)O)c(OC)c1	-4.8	3.1	-1.2	-0.2	9.1	-5.5	-10.1	0.1	-4.7	-0.3
CC(C)c1ccc(OC(=O)NCCO)cc1	-0.1	10.9	-1.7	9.4	5.7	-1.5	8.4	-0.4	-0.4	-3.8
